Source: PubChem (several laboratories)
ADAM10 inh – human ADAM10 inhibitors, primary screen, biochemical, QFRET, HTS; Disintegrin and metalloproteinase domain-containing protein 10 (Homo sapiens), O14672; recombinant ADAM10, EDANS/DABCYL FRET peptide cleavage, 3 h; inhibition, % at 7 µM; 0.62% of 370,000 active;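 active means inhibition above a per-campaign cutoff equal to the mean of compounds falling between control-based bounds plus 3 SD, cut at about 20% in these data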;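 further: 0% = DMSO wells while the 100% control is not disclosed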
HGIII-sPLA2 inh – human group III sPLA2 inhibitors, primary screen, biochemical, QFRET, BODIPY PC-A2 liposome substrate. Group 3 secretory phospholipase A2 (Homo sapiens), Q9NZ20. QFRET BODIPY PC-A2 liposome hydrolysis, fluorescence. inhibition, % at 12.2 µM. 0.56% of 370,000 active. AID 743126, 2013;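 active means inhibition above mean plus 3 SD of compounds lying within the high and low control bounds, cut at about 19% in these data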;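 further: 0% = median of test compound wells and 100% = no enzyme DMSO wells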
Target sequence (Q9NZ20 whole entry, looked up): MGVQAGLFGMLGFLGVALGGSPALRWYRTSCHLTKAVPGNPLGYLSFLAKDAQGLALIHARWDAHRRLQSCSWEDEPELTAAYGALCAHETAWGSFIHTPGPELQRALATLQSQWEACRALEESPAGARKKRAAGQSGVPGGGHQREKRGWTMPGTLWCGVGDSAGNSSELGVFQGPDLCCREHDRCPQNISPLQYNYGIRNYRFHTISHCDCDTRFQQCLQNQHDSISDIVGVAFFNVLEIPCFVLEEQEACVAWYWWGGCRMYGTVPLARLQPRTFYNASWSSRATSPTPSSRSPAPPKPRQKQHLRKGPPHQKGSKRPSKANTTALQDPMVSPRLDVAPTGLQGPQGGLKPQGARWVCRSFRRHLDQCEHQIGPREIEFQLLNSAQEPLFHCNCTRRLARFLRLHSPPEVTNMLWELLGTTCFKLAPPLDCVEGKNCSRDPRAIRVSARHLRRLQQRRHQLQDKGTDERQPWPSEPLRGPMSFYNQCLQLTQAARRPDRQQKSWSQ
NPR1 activator – GC-A stimulated cGMP production enhancers – HEK293 GC-A cells, cGMP TR-FRET, EC30 ANP, primary screen; 0% at EC30 ANP, 100% saturating ANP; activation, % at 10 µM; 0.14% of 370,000 active; in the data active means activation above about 40%
GAA850 FXN act – FXN promoter activators, primary screen, cell-based, luciferase luminescence, HEK293 lucGAA850. 0.56% of 360,000 active. activation, % at 6 µM. HEK293 lucGAA850 FXN promoter luciferase reporter, 24 h; percent of 10 µM SAHA response. AID 540364, 2011;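 active means activation above the average of all compounds screened plus 3 SD, cutoff fixed separately per campaign, cut at about 7.5% in these data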;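 further: 0% = DMSO wells and 100% = 10 µM SAHA wells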
Tn6 DDE FP – inhibitors of Tn6 peptide binding to fibrin DD(E), primary screen, biochemical, fluorescence polarization, human fibrin, Tn6 probe | inhibition, % at 8.3 µM | Fibrin DD(E) TRITC-Tn6 fluorescence polarization displacement | Fibrinogen beta chain (Homo sapiens), P02675 | 0.21% of 370,000 active;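 active means inhibition above a per-campaign cutoff: mean of compounds within control limits plus 3 SD, cut at about 15% in these data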;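 further: 0% = median of all compound wells on the plate and 100% = blocking peptide control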
GC-B act – human GC-B receptor activators, primary screen, HEK293 GC-B cells, cGMP TR-FRET, EC30 CNP; activation, % at 10 µM; 0% at EC30 CNP, 100% saturating CNP; 0.11% of 370,000 active; AID 1920062, 2024; Atrial natriuretic peptide receptor 2 (Homo sapiens), P20594;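 active means activation at 10 µM reaching about 35% in either raw or pattern-adjusted values, limit read from the data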
rCAG binder – binders of r(CAG) RNA repeats, primary screen, biochemical, fluorescence; inhibition, % at 3 µM; r(CAG) RNA repeat, TO-PRO-1 dye displacement fluorescence; 1.3% of 370,000 active;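 active means inhibition above the plate cutoff, the mean of all test compounds on that plate plus 3 SD, cut at about 35% in these data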;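 further: 0% = DMSO alone and 100% = 100 µM mitoxantrone as full dye displacement; higher means more dye released from RNA so lower well fluorescence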
ARFGAP1 inh – inhibitors of rat ARFGAP1 GAP activity, primary screen, biochemical, fluorescence polarization, GDP tracer; ADP-ribosylation factor GTPase-activating protein 1 (Rattus norvegicus), Q62848; Arfgap1-stimulated ARF1 GTP hydrolysis, GDP FP detection; AID 651572, 2012; inhibition, % at 16.5 µM; 0.26% of 360,000 active;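 active means inhibition above a per-plate limit, mean inhibition of low control wells plus 3 SD, cut at about 25% in these data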;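 further: 0% = DMSO wells with enzyme and 100% = wells lacking Arfgap1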
Target sequence (Q62848 1-136 limits assumed): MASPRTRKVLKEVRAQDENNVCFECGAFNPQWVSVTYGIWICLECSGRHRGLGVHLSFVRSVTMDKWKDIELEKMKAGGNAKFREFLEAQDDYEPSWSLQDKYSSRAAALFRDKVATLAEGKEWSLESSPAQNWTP
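Material – truncated rat Arfgap1 GAP domain · Buffer or medium – HEPES-based buffer, pH 7.5 · Reagent – human ARF1(Δ1-17)-GTP substrate · Dosing – 16.5 µM single point, 1.26% DMSO · Schedule – GTP hydrolysis reaction 2 h at 25 °C · Technique – GDP detection by fluorescence polarization · Benchmarks – No-Arfgap1 wells (100%) versus DMSO full-reaction wells (0%) · Repeats – single replicate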
ASAP1 inh – inhibitors of human ASAP1 ArfGAP activity, primary screen, biochemical, fluorescence polarization; Arf-GAP with SH3 domain, ANK repeat and PH domain-containing protein 1 (Homo sapiens), …; 0.19% of 360,000 active; inhibition, % at 16.5 µM; ASAP1-stimulated ARF1 GTP hydrolysis, GDP FP detection; in the data active means inhibition above about 25%;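 further: 0% = vehicle with enzyme and substrate and 100% = no enzyme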
KLK7 zymogen act – proKLK7 zymogen activators, primary screen, biochemical, fluorescence intensity; 0.9% of 370,000 active; purified proKLK7, EDANS-DABCYL substrate fluorescence; 100% is mature enzyme control, 0% vehicle; activation, % at 7 µM;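 active means activation above the mean of all tested compounds plus 3 SD, computed per campaign excluding outliers beyond control limits, cut at about 13% in these data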
Target sequence (P49862 whole entry, looked up): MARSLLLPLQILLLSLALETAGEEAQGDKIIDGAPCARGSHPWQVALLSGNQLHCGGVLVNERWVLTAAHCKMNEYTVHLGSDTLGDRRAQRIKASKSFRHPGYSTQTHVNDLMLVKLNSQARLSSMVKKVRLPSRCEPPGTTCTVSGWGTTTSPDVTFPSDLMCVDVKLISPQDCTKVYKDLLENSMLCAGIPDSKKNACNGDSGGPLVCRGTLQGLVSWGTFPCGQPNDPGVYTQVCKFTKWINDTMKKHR
* = called active by the depositor; · = no result given.

compound | ADAM10 inh | HGIII-sPLA2 inh | NPR1 activator | GAA850 FXN act | Tn6 DDE FP | GC-B act | rCAG binder | ARFGAP1 inh | ASAP1 inh | KLK7 zymogen act
CCC(C)c1nc2ccsc2c(N2CCOC2=O)c1-c1ccccc1 (configuration not stated) | -13.5 | 0.7 | -1.5 | -1.6 | -2.7 | 2.6 | -2.9 | -3.0 | -9.2 | 0.6
Cc1ccc(CN2CC(N3CC=CC3)CS2(=O)=O)cc1 (configuration not stated) | -12.8 | -10.0 | -2.6 | · | -1.6 | 7.6 | 1.0 | 1.7 | 4.6 | -0.1
Cc1nc2ccccc2c(=O)n1NC(=O)c1ccccc1F | 2.6 | -8.7 | 3.1 | 1.6 | -3.9 | 3.2 | -0.3 | -0.3 | -2.6 | 0.1
Cc1ccc([C@H]2C(C(=O)O)=CC[C@@H](c3ccc(C)cc3)N2S(=O)(=O)c2ccccc2C)cc1 | 2.0 | -30.3 | -3.3 | -1.1 | 7.3 | 0.2 | 74.6* | -13.7 | 6.3 | 0.1
NNC(=O)c1ccc(COc2ccc3ccccc3c2)cc1 | -0.5 | 5.7 | -1.5 | -2.2 | -3.8 | -3.6 | 11.9 | -7.1 | 0.6 | -0.4
CC1(C)CC(NS(=O)(=O)c2cccc3ccccc23)CC(C)(C)N1 | 5.5 | -5.8 | 1.9 | -3.0 | -7.9 | -0.5 | 2.3 | 10.2 | 6.7 | -0.5
CCC(C(=O)Nc1ccc(S(=O)(=O)N(C)C2CCN(C)CC2)cc1)c1ccccc1 (configuration not stated) | -2.2 | -36.4 | -1.4 | 0.1 | 2.7 | 0.2 | 2.6 | -1.1 | -7.5 | 0.3
O=C(Nc1cccc(-c2cnc3ccccc3n2)c1)c1ccccc1 | -3.4 | 10.5 | -2.4 | 6.0 | 10.6 | 6.3 | -5.4 | 7.4 | 4.3 | 0.7
O=C(CN1CCCCC1)N1c2ccccc2Oc2ccccc21 | -13.2 | -4.3 | -10.6 | -0.2 | -1.3 | -14.9 | -0.3 | 3.8 | -18.9 | 0.3
CC(C)CC(NC(=O)C(COCc1ccccc1)NC(=O)OC(C)(C)C)C(=O)NN (configuration not stated) | 8.8 | -11.0 | -1.3 | -1.8 | 0.2 | 4.6 | -9.8 | -5.9 | 6.7 | 1.5
CCc1ccc(C(C)NC(=O)COC(=O)c2ccc(-n3cnnn3)cc2)cc1 (configuration not stated) | -3.9 | 6.9 | -0.1 | 0.1 | -1.1 | -5.6 | 1.9 | -1.6 | -6.8 | -0.4
O=C(OCc1ccccc1C(F)(F)F)c1cc([N+](=O)[O-])ccc1N1CCOCC1 | 6.0 | -10.9 | -2.3 | 2.1 | 0.6 | -0.7 | 2.0 | 11.7 | -7.7 | 0.4
COc1cccc(/C=N/n2cnc3cc(C)c(C)cc32)c1OC | 3.1 | 4.8 | -10.3 | 4.8 | -1.5 | 5.2 | 1.6 | 2.8 | 5.5 | -0.8
Cc1noc(C)c1CSc1nnc(-c2cccnc2)n1C1CCCCC1C (configuration not stated) | -4.3 | 6.3 | 4.2 | 0.3 | -1.1 | 2.8 | -9.5 | 3.5 | 15.5 | -0.5
COc1ccc(C(=O)OCC(=O)Nc2c(C)cccc2C)c(OC)c1OC | -4.4 | 3.4 | -3.0 | 3.3 | -2.9 | 0.5 | -2.1 | -5.3 | 1.2 | 0.5
COC(=O)Cn1c(C)nc(=O)c(-c2ccccc2)c1C | -12.2 | 0.4 | 2.9 | 2.2 | 6.6 | 5.2 | 0.1 | -23.4 | 15.7 | 0.0
Cc1ccccc1NC(=O)Cn1nnc2ccccc21 | -10.8 | 12.7 | 0.8 | 5.2 | -2.5 | 7.2 | -2.5 | 6.2 | -23.8 | -0.4
Cn1c(C(=O)NCc2ccccc2)cc2oc3ccccc3c21 | -35.8 | -16.9 | -4.7 | -3.3 | 4.7 | -4.9 | 1.4 | 4.1 | 19.6 | 1.2
CCOP(=O)(OCC)C(NC(=O)Nc1c(C)cc(C)cc1C)c1ccccc1 (configuration not stated) | 2.4 | 6.5 | -12.2 | -0.6 | -0.1 | -5.5 | -6.9 | -0.7 | 5.8 | 0.6
O=C(O)CCCC(=O)Nc1ccc(N2CCCC2)cc1 | -2.2 | 4.2 | 0.9 | -0.7 | 5.1 | 9.6 | 15.3 | 1.8 | 6.7 | 0.9
CCOC(=O)c1c(C)oc2c1c(C(c1cccnc1)N1CCOCC1)c(O)c1ccccc12 (configuration not stated) | -2.6 | -5.1 | 17.3 | -0.9 | 1.1 | -10.7 | 12.3 | 19.0 | 9.4 | 1.1
CCn1c(SCC(=O)NC2CC2)nnc1C(C)Oc1ccccc1 (configuration not stated) | -8.6 | -2.5 | 2.1 | 0.6 | -1.5 | -4.5 | -3.9 | -0.6 | 17.0 | 0.1
COc1ccc(CCNC(=O)COc2nsnc2N2CCOCC2)cc1OC | -1.4 | 1.1 | -4.1 | 1.4 | 2.1 | -0.4 | -6.8 | 11.2 | -3.7 | -1.0
COc1ccccc1/C=N/NC(=O)C(=O)N1CCN(c2ccccc2OC)CC1 | -1.1 | -13.5 | 0.2 | -1.3 | -4.0 | 9.0 | -0.8 | 6.7 | 14.0 | 0.0
CC(=O)Nc1ccc(S(=O)(=O)NC(CC(=O)NCCC2=CCCCC2)C(C)C)cc1 (configuration not stated) | -3.5 | 3.1 | -0.3 | 0.4 | 2.6 | 0.9 | -5.0 | 2.4 | -7.4 | 0.3
CC(=O)Nc1cc(-c2ccc(N3CCN(C)CC3)cc2)cn2c(-c3ccccc3)cnc12 | -32.8 | -14.9 | 7.5 | -0.8 | 5.4 | 5.7 | 5.6 | 6.1 | 5.9 | 1.0
Cn1c(Cc2ccccc2)nnc1SCc1ccc(C(=O)O)cc1 | -5.0 | 15.4 | 0.2 | -0.9 | -6.9 | 0.3 | 0.8 | 1.6 | 5.7 | -0.4
COC(=O)c1sccc1S(=O)(=O)Nc1ccc(C)cc1 | 5.5 | -5.6 | -5.1 | 1.0 | 0.6 | -3.4 | -1.3 | -16.7 | -1.7 | 0.1
CCc1cccc(NC(=O)CSCc2nc3sc(C)c(C)c3c(=O)[nH]2)c1 | -23.2 | -7.7 | -4.2 | -3.0 | -1.3 | -7.1 | 3.4 | 8.2 | 2.5 | 0.1
Cc1cccc(C(=O)NCC2CCN(C(=O)c3cccc(C)c3)CC2)c1 | 4.2 | 4.3 | -1.1 | 0.3 | -1.9 | -0.5 | -4.8 | 15.2 | 15.6 | 0.5
C[C@@H](C(=O)N1CCN(C(=O)OC(C)(C)C)CC1)n1cc(CCC(=O)O)nn1 | 6.6 | 4.5 | 1.4 | 0.8 | -1.8 | 2.2 | 0.8 | 5.8 | 0.9 | 0.4
CCOC(=O)Cc1nnc(NC(=O)CSc2ccc(Cl)cc2)s1 | -3.4 | -53.7 | 1.6 | 1.1 | -10.4 | -0.5 | 4.1 | 4.7 | 13.5 | 0.6
NC(=O)CCC(NC(=S)Nc1ccccc1)C(=O)O (configuration not stated) | -1.7 | -4.2 | -0.3 | 0.5 | 0.1 | -1.3 | -3.4 | 2.8 | 12.8 | -0.1
CSCCOC(=O)C1=C(C)NC(=O)NC1c1ccc2c(c1)OCO2 (configuration not stated) | -5.3 | -0.1 | -5.4 | 0.8 | 9.4 | 1.4 | -3.1 | -10.8 | -9.4 | -0.6
CC(CCc1ccccc1)NC(=O)COC(=O)CC1CC2CCC1C2 (configuration not stated) | 6.1 | -1.5 | -0.6 | 1.3 | 3.1 | 3.2 | -5.8 | 12.4 | 3.6 | 0.4
O=C(COC(=O)c1ccc(F)cc1)Nc1ccccc1N1CCOCC1 | -0.3 | 4.7 | 2.2 | -0.8 | 5.5 | 2.1 | -4.7 | 1.0 | 4.4 | -0.1
CCc1ccccc1NC(=O)CSc1nc2ccccc2nc1N1CCOCC1 | -2.7 | 0.3 | -17.4 | -0.4 | -6.1 | -15.4 | 1.4 | 3.8 | 4.7 | 0.4
COc1ccccc1-c1cnc(C(O)c2ccc(SC)cc2)[nH]1 (configuration not stated) | 5.1 | -12.7 | -1.5 | 1.1 | 5.0 | 1.0 | 0.8 | 4.4 | 6.1 | -0.1
c1ccc(CN2CCN(C3CCCSc4ccccc43)CC2)cc1 (configuration not stated) | 4.0 | 0.7 | -2.9 | -0.5 | 6.2 | 0.4 | -6.3 | -8.2 | 3.4 | 0.4
CC1=C(C(=O)Nc2cccc(C(=O)NC3CCCC(C)C3C)c2)SCCO1 (configuration not stated) | -4.3 | 1.3 | 5.5 | -4.8 | -3.3 | 6.0 | -2.1 | 3.9 | -16.8 | -0.2
O=C(Nc1nc2c(s1)CCCC2)c1cc(-c2ccccc2)nc2ccccc12 | 4.8 | 4.1 | 0.9 | 3.1 | 4.2 | -0.3 | 3.3 | 14.2 | 2.7 | 0.2
CCOC(=O)c1sc(NC(=O)CCCn2nc([N+](=O)[O-])cc2C)c(C(=O)OCC)c1C | 4.5 | -1.8 | 8.1 | -2.1 | 0.7 | -0.2 | -1.4 | -1.7 | 7.2 | -0.1
CN(CC(=O)Nc1ccc(F)cc1)C(=O)c1cc(-c2cccs2)nn1-c1ccccc1 | -4.2 | 7.2 | -8.6 | 0.2 | -4.5 | -1.3 | -0.1 | 7.4 | 0.6 | -0.7
